Assay outcomes as filed in PubChem.
Lipid storage S3: qHTS Assay for Lipid Storage Modulators in Drosophila S3 Cells. Drosophila S3 cells, BODIPY lipid droplet fluorescence, 18-24 h; cells fed with added oleic acid. lipid storage change, negative = inhibition, % at the top dose, mostly 46.1 µM; hits show Potency in µM. hit rate 0.64% among 320,000; active = well fitted inhibition curve with a large enough effect in the signal ratio, with a control signal flat, not every such curve was filed as active; inconclusive = small, poorly fitted or top-dose-only effect, or effect the other way, or a change in a side signal; the % refers to the signal ratio
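Drosophila S3 cells got compounds at several concentrations plus oleic acid (400 uM solution). Laser-scanning cytometry with 488 nm excitation read lipid droplets at 500-530 nm and cells at 575-640 nm. Percent activity was relative to 20 uM Triacsin C.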
Lipid storage S3 cell count max: recorded beside Lipid storage S3, whose call it bears; cell number change, %; measured here: cell count max response;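 cells counted by Cell Tracker Red CMTPX staining in the red channel; peak over a dose series mostly up to 46.1 µM; percent activity relative to internal control wells on each plate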
The depositor's hits bear a star; i = inactive; ? = inconclusive; nt = not tested or not shown; [ ] = another dose, or the depositor's remark. % is set by controls: 0 for no effect and ±100 for the full control effect; potency is the fitted concentration of half-maximal effect. These rows are one share of the data; the hit share may differ from the screen's.

Compound	Lipid storage S3 cell count max	Lipid storage S3
Oc1ccc(-c2nnc(SCc3ccccc3)o2)cc1	nt	?
O=C1c2c(O)cccc2Cc2cccc(O)c21	-16	-13%
NC(=O)CC(NC(=O)Cc1cccc2ccccc12)c1ccc(NC2CCCCCCC2)c([N+](=O)[O-])c1 (stereo not drawn)	-10	8%
COc1ccc(NC(=O)C2CCCC2)cc1	1	26%
NC(=O)C1CCN(C(=O)CN2CCc3ccccc32)CC1	-1	i
CCN(CC)S(=O)(=O)c1ccc(NC(=O)Cn2c(=O)oc3ccccc32)cc1	nt	?
CC1C=CCC2C(=O)N(c3cccc(C(=O)N4CCN(c5ccc(F)cc5)CC4)c3)C(=O)C12 (stereo not drawn)	nt	?
CCOc1ccc(S(=O)(=O)N2CCOCC2)cc1NC(=O)Cc1c(F)cccc1Cl	nt	?
C=CCOc1ccc2c(c1)c(S(=O)(=O)c1ccc(C)cc1)cn2COC	nt	?
CCN(C(=O)COC(=O)c1cccnc1Nc1ccccc1F)C1CCS(=O)(=O)C1 (stereo not drawn)	nt	?
CN(c1ccccc1)S(=O)(=O)c1ccc(C(=O)NCC(c2ccco2)N2CCCCC2)cc1 (stereo not drawn)	nt	?
CN1CCc2ccccc2C1C1CCNCC1 (stereo not drawn)	nt	?
O=C1CC(N2CCOCC2)C(=O)N1c1cccc(Cl)c1 (stereo not drawn)	8	-4%
COc1ccc(N2CCN(C(CNC(=O)C(=O)NCCCO)c3ccco3)CC2)cc1 (stereo not drawn)	18	-17%
COCc1c(C(=O)NCCOc2ccc(Cl)cc2)oc2ccccc12	nt	?
CCCCC(C(=O)O)C(C)CC(=O)Nc1ccn(-c2ccccc2)n1 (stereo not drawn)	nt	?
O=c1c2c3c(sc2n(CCN2CCCCC2)c(=O)n1Cc1ccco1)CCCCC3	nt	?
CN(CC(=O)Nc1ccccc1Cl)C(=O)COC(=O)c1cc([N+](=O)[O-])ccc1N1CCOCC1	-14	i[0.0737 µM]
N#C/C(=C\Nc1ccc2c(c1)OCCO2)c1nc2ccccc2[nH]1	nt	?
COC(=O)/C(C#N)=C/c1ccc(-c2ccc(S(N)(=O)=O)cc2)o1	-13	-12%
COc1cccc(C2C(C(=O)OC(C)C)=C(C)Nc3ncnn32)c1 (stereo not drawn)	-1	8%
O=C(CN1C(=O)NC2(CCc3ccccc32)C1=O)NCCc1ccccc1 (stereo not drawn)	nt	?
CCCc1cc(C(=O)N/N=C/c2ccc(CC)s2)c2ccccc2n1	11	1%
N#Cc1nc(-c2ccc(F)cc2)oc1NCc1ccco1	nt	?
CCOC(=O)c1cnn(C)c1NC(=O)c1ccc([N+](=O)[O-])cc1	nt	?
Cc1cccc(NC(=S)N2CCN(c3ccccn3)CC2)c1	nt	?
Cc1nn(CCCC(=O)N2CCN(c3ccc(F)cc3)CC2)c(C)c1[N+](=O)[O-]	nt	?
NNc1nc2c(Cl)ccc(Cl)c2s1	nt	?
COc1ccc(CCNC(=O)CSc2nnc(-c3ccccc3)c3ccccc23)cc1OC	nt	?
Cc1c(C(=O)OC(C)C)[nH]c2c1C(=O)CC(C)(C)C2	nt	i
O=C(NCCN1CCN(Cc2ccc([N+](=O)[O-])cc2)CC1)C(=O)Nc1ccccc1	nt	?
CCOc1cc(C(C#N)N2CCCCC2)ccc1OC (stereo not drawn)	-16	-21%
Cn1c(=O)c2c(nc(CN3CCN(C(=O)c4ccco4)CC3)n2CCCO)n(C)c1=O	-9	i
CCN(CC)S(=O)(=O)c1ccc(NC(=O)CCNC(=O)c2ccccc2)cc1	nt	?
COC(=O)c1ccc(Cn2cnc3c(cnn3-c3ccc(F)cc3)c2=O)o1	nt	?
COc1ccc(OC)c(NC(=O)CCc2nnc3ccc(NCc4ccco4)nn23)c1	nt	?
Nc1ccc2ncccc2c1	-12	19%
N#Cc1ccc(Cn2c(=O)c(C#N)c3n(c2=O)CCC3)cc1	7	16%
COc1ccc(OCC(=O)N2CCN(C(=O)c3cccs3)CC2)cc1	-17	0%
O=C(NCc1ccccc1F)c1cccc(S(=O)(=O)NCc2ccccc2)c1	nt	?
COc1ccc(N(C)S(=O)(=O)c2c(C)[nH]c(=O)[nH]c2=O)c(OC)c1	0	-15%
COc1ccc(-n2c(=S)[nH]c3cc(C(=O)Nc4ccc(OC)c(OC)c4)ccc3c2=O)cc1	1	-2%
O=C(NNC(=O)c1cnccn1)c1cccc([N+](=O)[O-])c1	-6	2%
O=C(CSc1nnnn1-c1cccnc1)Nc1ccc(OCc2ccccc2)cc1	nt	?
Oc1ccccc1Nc1nc(-c2ccccc2O)nc2ccccc12	nt	?
O=C(Nc1ccc(F)cc1)c1ccc(S(=O)(=O)NCC2CCCO2)cc1 (stereo not drawn)	nt	?
CC(C)(C)OC(=O)N1CCN(C(=O)c2[nH]cnc2C(=O)Nc2ccon2)CC1	nt	?
O=c1c2ccccc2[nH]c(=S)n1CCc1ccccc1	nt	?
COc1ccc(NC(=O)Nc2cc(C)cc(C)c2)cn1	19	4%
COc1ccc(CCNC(=O)CN(C2CCCCC2)S(C)(=O)=O)cc1	16	8%
C=CCNC(=O)C1CCN(c2cnccn2)CC1	19	6%
O=C(NCc1cccnc1)C(=O)N/N=C/c1ccccc1[N+](=O)[O-]	nt	?
CCN(CC1CCCO1)C(=O)C1CCN(C2CCN(Cc3ccccc3C)CC2)CC1 (stereo not drawn)	nt	?
O=C1NC(=O)C2C1C(c1cccs1)NN2Cc1ccccc1 (stereo not drawn)	9	10%
O=C(NNc1nc2ccccc2nc1C(F)(F)F)c1ccccc1	11	5%
CN(C)c1ccnc(-n2cccc2/C=N/OCc2ccccc2)c1C#N	nt	?

Next part.
Compound	Lipid storage S3 cell count max	Lipid storage S3
CCOc1ccc(N(C(C)C(=O)N2CCCC2)S(C)(=O)=O)cc1 (stereo not drawn)	5	3%
Cc1cc(Nc2ccccc2)n(-c2nc3ccccc3[nH]2)n1	nt	?
Cc1ccc(C(C)C)c(OCCCCN2CCNCC2)c1	nt	?
C=CCn1c(SCC(=O)Nc2ncc(Cc3ccc(C)c(Cl)c3)s2)nnc1-c1ccncc1	-16	-25%
COc1cc(CN2CCN(c3ccc(C)cc3)CC2)cc([N+](=O)[O-])c1O	nt	?
Cc1ccc(C)c(S(=O)(=O)N2CCN(CC(=O)Nc3sccc3C#N)CC2)c1	nt	?
CC1CCN(C(=O)c2ccccc2NC(=O)c2cccc(S(=O)(=O)N3CCOCC3)c2)CC1	1	i
N=C1C(c2nc3ccccc3s2)=C(O)CN1NC(=O)c1ccco1	-5	7%
CS(=O)(=O)NCc1nnc(SCc2ccc(C(F)(F)F)cc2)o1	-13	-6%
CC(NC(=O)CCc1nnc(Cc2cccc(C(F)(F)F)c2)o1)C1CC1 (stereo not drawn)	6	22%
COC(=O)C(NC(C)=O)(Nc1nc(C)cs1)C(F)(F)F (stereo not drawn)	nt	?
O=C(CSc1nnc(NC(=O)c2c(F)cccc2F)s1)NCc1ccccc1	nt	?
COc1cc([N+](=O)[O-])ccc1NC(=S)NNC(=O)c1ccc2c(c1)OCO2	nt	?
O=C(Nc1cccnc1)c1ccc([N+](=O)[O-])s1	nt	?
COc1cccc(-n2c(C)n[nH]c2=O)c1	3	11%
COc1ccc(OCC(=O)N/N=C(/C)Cc2ccccc2)cc1	15	3%
CCCCCOc1ccc(/C=c2\sc3nc(=O)c(-c4ccccc4)nn3c2=O)cc1OC	2	-2%
CCOC(=O)N1CCC(NC(=O)c2cc(C(=O)Nc3ccc(OC)c(OC)c3)ccc2CO)CC1	nt	?
COc1ccc(CCC(=O)OCC(=O)Nc2sccc2C(N)=O)cc1	-28*	6.5µM*
O=C(Nc1ccccc1C(F)(F)F)N1CCN(c2ccc3nnc(-c4ccc(F)cc4)n3n2)CC1	nt	?
CC(C)(C)c1ccc(C(=O)Nc2nnc(SCC(=O)NCC3CCCO3)s2)cc1 (stereo not drawn)	nt	?
COc1cccc(-c2ncc3ccccc3c2COC(=O)N2CCOCC2)c1	nt	?
CCC(Oc1ccccc1)C(=O)O/N=C(\N)c1ccc(OC)c(OC)c1 (stereo not drawn)	nt	?
O=C(CN1C(=O)/C(=C/c2ccccc2Cl)SC1=S)NC1C=CS(=O)(=O)C1 (stereo not drawn)	nt	?

Quoted at random: six records from the list.
Compound	Lipid storage S3 cell count max	Lipid storage S3
CCOC(=O)c1cnn(C)c1NC(=O)c1ccc([N+](=O)[O-])cc1	nt	?
O=C(NCCN1CCN(Cc2ccc([N+](=O)[O-])cc2)CC1)C(=O)Nc1ccccc1	nt	?
O=C(Nc1ccccc1C(F)(F)F)N1CCN(c2ccc3nnc(-c4ccc(F)cc4)n3n2)CC1	nt	?
CCN(C(=O)COC(=O)c1cccnc1Nc1ccccc1F)C1CCS(=O)(=O)C1 (stereo not drawn)	nt	?
O=C1c2c(O)cccc2Cc2cccc(O)c21	-16	-13%
O=C(CN1C(=O)NC2(CCc3ccccc32)C1=O)NCCc1ccccc1 (stereo not drawn)	nt	?

(continued)
Compound	Lipid storage S3 cell count max	Lipid storage S3
CCc1ccc(NC(=S)N(CCCN2CCOCC2)Cc2ccccn2)cc1	nt	?
OC(COCC1COc2ccccc2O1)CN1CCN(c2ccccn2)CC1 (stereo not drawn)	-4	14%
Cc1cc(=O)oc2c1c(C)nn2-c1ccc(C(=O)OC(C)C)cc1	nt	i
O=C(CSc1ccc2ccccc2c1)Nc1ncccn1	0	3%
Nc1ccc2nc(CCc3ccccc3)[nH]c2c1	nt	?
Oc1cccc(-c2nc3ccc4ccccc4c3c3c2CCC3)c1	nt	?
COc1ccc(Cn2nnc3c(C)n[nH]c(=O)c32)cc1	nt	?
O=C(NCCc1ccc(Cl)cc1)C1CCN(S(=O)(=O)N2CCCC2)CC1	-3	9%
Cn1nccc1NC(=O)Nc1cccc([N+](=O)[O-])c1	20	2%
Nc1c(-c2ccccc2)c(CN2CCOCC2)nn1-c1ccc(C(=O)O)cc1	nt	?
O=C(NCCC1CCCCN1S(=O)(=O)c1ccccc1)C(=O)Nc1ccccc1 (stereo not drawn)	nt	?
Cc1nn(Cc2c(Cl)cccc2Cl)c(C)c1NC(=O)/C=C/c1cnn(C)c1C	nt	?
O=C1CNC(=O)/C(=C\c2ccc(F)cc2)N1	-4	-11%
CCOc1ccccc1/C=C/c1cc(C(=O)O)c2ccccc2n1	nt	?
Cc1cc(C)cc(C(=O)N2CCN=C2c2ccccc2)c1	nt	?
CN1CCN(C(=O)CN(c2cc(C(F)(F)F)ccc2Cl)S(C)(=O)=O)CC1	nt	i
CC(C)CC(c1nnnn1Cc1ccc2c(c1)OCO2)N1CCC(C(N)=O)CC1 (stereo not drawn)	9	0%
CCCS(=O)(=O)c1nc(S(=O)(=O)c2ccc(C)cc2)c(N2CCOCC2)s1	nt	?
CCCCN(CC)C(=O)c1oc2ccc(S(=O)(=O)N3CCCC3)cc2c1C	-20*	12µM*
COc1ccc(NC(=O)NNC(=O)c2ccc3ccccc3c2O)c(OC)c1	nt	?
CCC(C)NC(=O)c1ccccc1NC(=O)CN(c1cc(C)ccc1OC)S(C)(=O)=O (stereo not drawn)	-2	0%
COc1ccc2cc(C(=O)N3CCC(Cc4ccccc4)CC3)[nH]c2c1	nt	?
Cc1ccccc1OCc1nnc(SCC(=O)NC2CCCCC2)o1	nt	?
Cc1cccc(-n2c(SCC(=O)N3CCN(c4ccccn4)CC3)nnc2N2CCOCC2)c1	nt	?
Cc1ccc2cc(C#N)c(SCC(=O)Nc3ccc4sc(C)nc4c3)nc2c1	nt	?
CCc1ccccc1Nc1nc(N)nc(CSc2nnnn2C)n1	9	0%
O=C(NCc1cccnc1)c1ccccc1[N+](=O)[O-]	5	13%
CC(C)CCn1c(Cl)nc2c1c(=O)n(C)c(=O)n2C	1	-1%
COc1ccc(S(=O)(=O)N2CCCCC2)cc1NC(=O)c1ccc(OC)c(OC)c1	nt	?
COc1ccc(C(=O)Nc2cccc(C(C)=O)c2)c(OC)c1OC	nt	?
Cc1c(C(=O)O)sc2nc3n(c(=O)c12)CCCCC3	nt	?
O=C(Nc1ccc(C(=O)OC[C@@H]2CCCN3CCCC[C@H]23)cc1)c1cccc(Br)c1	nt	4%
O=C(CNC(=O)c1cccs1)c1ccc(Br)cc1	-17	-11%
Cc1cc(-c2ccccc2)nc2cc(C(=O)N(Cc3ccccc3)Cc3ccccc3)nn12	nt	?
COc1ccc(C(=O)Nc2ccc(NC(=O)c3cccs3)cn2)cc1	12*	10µM*
CCOc1ccc(C2=Nc3ccc(Br)cc3C(c3ccc(N4CCOCC4)cc3)=NN2)cc1	nt	?
O=C(CSc1nnc(-c2ccccc2F)o1)Nc1ccc(N2CCOCC2)cc1	nt	?
COc1ccc(S(=O)(=O)c2c(O)cc(C)c(NS(=O)(=O)c3ccccc3)c2C)cc1	nt	?
O=c1ccccn1CCOc1ccc(Cl)cc1	0	-8%
